Compound activity as filed in PubChem BioAssay.
Kir21 block = inhibitors of mouse Kir2.1 inward-rectifier potassium channel; actives 0.85% (n = 310,000); HEK293-Kir2.1, FluxOR thallium flux fluorescence; active compounds read low; Inward rectifier potassium channel 2 (Mus musculus), P35561; B-score at 10 µM;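 active means fluorescence ratio B-score at or below minus 3 SD of library scores, with starting-brightness B-score within 2 SD, cut at about -4.2 in these data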;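 further: channel flux triggered by added potassium and thallium sulfate stimulus; B-score of peak minus minimum fluorescence over baseline after thallium stimulus; more negative B-score means stronger Kir2.1 block with less thallium influx; some compounds called inactive have numbers as strong as hits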
Target sequence (P35561 whole entry, looked up): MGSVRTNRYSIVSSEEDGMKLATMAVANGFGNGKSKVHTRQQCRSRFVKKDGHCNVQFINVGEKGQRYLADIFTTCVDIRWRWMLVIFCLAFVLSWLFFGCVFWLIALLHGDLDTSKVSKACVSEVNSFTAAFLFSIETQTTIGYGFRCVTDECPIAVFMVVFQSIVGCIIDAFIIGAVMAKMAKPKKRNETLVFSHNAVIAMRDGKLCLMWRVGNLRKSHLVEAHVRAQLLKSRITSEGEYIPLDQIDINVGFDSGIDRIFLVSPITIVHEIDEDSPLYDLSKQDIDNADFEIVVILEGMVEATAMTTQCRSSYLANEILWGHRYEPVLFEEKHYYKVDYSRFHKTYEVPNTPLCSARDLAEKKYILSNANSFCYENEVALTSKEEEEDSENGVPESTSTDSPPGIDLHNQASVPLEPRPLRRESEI
STK33 inh = inhibitors of purified STK33 kinase, primary screen, biochemical, ADP-Glo luminescence, homogeneous, cell-free | Serine/threonine-protein kinase 33 (Homo sapiens), Q9BYT3 | MBP phosphorylation | inhibition, % at 10 µM | actives 0.073% (n = 320,000) | AID 2661, 2010;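 active means inhibition at or above 25%, using the most active replicate where run in duplicate; inactive means inhibition below 25%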
Target sequence (Q9BYT3 whole entry, looked up): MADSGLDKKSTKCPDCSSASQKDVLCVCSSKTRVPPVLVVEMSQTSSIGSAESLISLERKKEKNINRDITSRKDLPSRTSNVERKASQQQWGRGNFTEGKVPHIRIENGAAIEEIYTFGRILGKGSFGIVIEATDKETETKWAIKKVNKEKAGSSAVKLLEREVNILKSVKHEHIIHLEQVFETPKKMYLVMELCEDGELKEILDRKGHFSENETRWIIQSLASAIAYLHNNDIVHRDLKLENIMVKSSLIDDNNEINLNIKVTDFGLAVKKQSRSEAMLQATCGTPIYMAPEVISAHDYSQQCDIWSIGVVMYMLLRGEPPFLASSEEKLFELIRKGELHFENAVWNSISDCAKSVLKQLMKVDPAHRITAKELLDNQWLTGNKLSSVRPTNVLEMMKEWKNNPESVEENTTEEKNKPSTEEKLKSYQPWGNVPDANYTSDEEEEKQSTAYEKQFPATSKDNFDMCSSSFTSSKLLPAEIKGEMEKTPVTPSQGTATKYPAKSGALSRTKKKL
An asterisk follows results filed as active; . = no result given.

A first look (5 entries):
item	STK33 inh	Kir21 block	SMILES
1	-0.1	1.4	CCCCn1c(=O)[nH]c(=O)c2c1nc(-c1ccc3ccccc3c1)n2CC
2	0.7	-0.53	CCCc1cc(=O)oc2cc(OC(C)C(=O)NCC3CCC(C(=O)O)CC3)ccc12 (stereo not given)
3	4.9	1.2	COC(=O)CCC(=O)NN1C(=O)c2ccccc2C1=O
4	-1.9	0.8	O=C1CC(C(=O)N(c2cccc(F)c2)C(C(=O)NC2CCCC2)c2ccccn2)CS1 (stereo not given)
5	0.0	0.77	O=C(NC(=S)N1CCN(Cc2ccccc2)CC1)c1cccnc1

Results, from the start:
item	STK33 inh	Kir21 block	SMILES
1	-0.1	1.4	CCCCn1c(=O)[nH]c(=O)c2c1nc(-c1ccc3ccccc3c1)n2CC
2	0.7	-0.53	CCCc1cc(=O)oc2cc(OC(C)C(=O)NCC3CCC(C(=O)O)CC3)ccc12 (stereo not given)
3	4.9	1.2	COC(=O)CCC(=O)NN1C(=O)c2ccccc2C1=O
4	-1.9	0.8	O=C1CC(C(=O)N(c2cccc(F)c2)C(C(=O)NC2CCCC2)c2ccccn2)CS1 (stereo not given)
5	0.0	0.77	O=C(NC(=S)N1CCN(Cc2ccccc2)CC1)c1cccnc1
6	-0.8	-0.61	N=c1oc2ccccc2cc1-c1nc2ccccc2c(=O)[nH]1
7	-1.2	0.96	CC(C)CCN(CCC(C)C)C/C(O)=C(\C#N)c1nc(-c2ccccc2)cs1
8	4.3	-0.46	O=C(N/N=C1\C/C(=N\NC(=O)c2ccncc2)c2ccccc21)c1ccncc1
9	0.4	-0.88	O=C(NC(NC(=S)Nc1ccccc1)C(Cl)(Cl)Cl)c1cccc(Cl)c1 (stereo not given)
10	-1.1	1.1	O=C(O)c1ccccc1-c1ccccc1C(=O)Nc1nccs1
11	-1.0	0.76	O=S(=O)(c1ccc(NC(=S)NCc2ccco2)cc1)N1CCCC1
12	-0.9	1.5	COc1cc2nc(N(CCCN(C)C)C(=O)c3ccc(S(=O)(=O)N4CCc5ccccc5C4)cc3)sc2cc1OC
13	0.2	0	Cc1cc(NC(=O)C2(c3ccccc3)CCCC2)no1
14	0.8	1.5	Cc1nc(SCCC(C)C)c([N+](=O)[O-])[nH]1
15	-2.7	0.01	CN(CCc1ccccn1)Cc1ccc(Cl)cc1Cl
16	0.5	.	O=c1c2ccccc2c(-c2ccccc2)nn1-c1cc(Cl)ccc1[N+](=O)[O-]
17	-0.6	-0.45	O=C(NC1CCCc2ccccc21)C12CC3CC(CC(O)(C3)C1)C2 (stereo not given)
18	-0.3	-1.3	CCN(CC(=O)Nc1ccc(NC(C)=O)cc1)C(=O)COc1ccccc1Cc1ccccc1
19	-0.7	0.23	COc1ccc(N2C(=O)CC(N(CCc3ccc(S(N)(=O)=O)cc3)C(=S)Nc3ccccc3)C2=O)cc1 (stereo not given)
20	-0.5	-2.1	Cc1noc2ncnc(N3CCCCC3)c12
21	-0.9	-0.17	CSc1nncc(-c2ccc(F)c(F)c2)n1
22	-1.0	-0.39	COc1ccc(/C=N/n2c(C)nc3sc(C)c(C)c3c2=O)cc1
23	0.1	0.32	Cc1ccc(-c2cc(C(=O)OCC(=O)Nc3ncc(C(F)(F)F)cc3Cl)c3ccccc3n2)cc1
24	-0.9	-0.01	Cc1ccn2c(=O)nc(SCc3cccc(C(F)(F)F)c3)nc2c1
25	0.4	-2.4	Cc1c(C(=O)Nc2nc3ccccc3[nH]2)oc2ccc(Br)cc12
26	-21	-2.5	N/C(Cc1nc(-c2ccc(Cl)cc2)cs1)=N/O
27	-0.2	0.13	CCn1c(SCC(=O)N2c3ccccc3CCc3ccccc32)nc2c1c(=O)n(C)c(=O)n2C
28	-0.3	-0.08	CCCCNCC1CCCO1 (stereo not given)
29	0.3	-1.9	CN(C(=O)COc1coc(CN2CCN(c3ccccc3)CC2)cc1=O)c1ccccc1
30	-0.9	-1.2	COc1ccc(C)cc1N(C(=O)CNC(=O)c1ccco1)C(C(=O)NCC1CCCO1)c1ccccc1 (stereo not given)

Next section; it opens with the two that closed the last part.
item	STK33 inh	Kir21 block	SMILES
29	0.3	-1.9	CN(C(=O)COc1coc(CN2CCN(c3ccccc3)CC2)cc1=O)c1ccccc1
30	-0.9	-1.2	COc1ccc(C)cc1N(C(=O)CNC(=O)c1ccco1)C(C(=O)NCC1CCCO1)c1ccccc1 (stereo not given)
31	-0.2	1.4	CC(=O)Nc1ccccc1NC(=O)CC(C)(C)C
32	-2.8	-0.1	COCCNS(=O)(=O)c1ccc2c3c(cccc13)C(=O)N2C
33	-0.1	-0.15	NC(=O)C1(NC(=O)[C@@H]2CC3(CC(c4cccc(NC(=O)[C@@H]5CCC(=O)N5)c4)=NO3)CN2C(=O)c2ccccc2)CC1 (stereo not given in full)
34	-1.8	-1.6	Cc1ccc(C)c(Cn2nnc3c(=O)[nH]c(C4CCCN(C(=O)c5ccco5)C4)nc32)c1 (stereo not given)
35	-0.5	-0.04	Cc1nnc(NC(=O)CN2C(=O)c3ccccc3S2(=O)=O)s1
36	-0.8	-0.02	CC(C)C(C)(C#N)NC(=O)CSc1nnc(-c2ccccc2)o1 (stereo not given)
37	-0.2	-3	CCc1nc2ccccc2c(=O)n1NCCc1ccccc1
38	-0.7	0.79	CCOc1[nH]n(-c2ccccc2)c(=O)c1C=Nc1ccc(C(=O)OC)cc1
39	.	-0.75	CC1CC(C)(C)Nc2ccc(N=O)cc21 (stereo not given)
40	-0.9	0.81	Cc1cccc(NC2=NC(C)(C)N=C(N)N2)c1
41	0.1	.	COc1ccc2nc3n(c(=O)c2c1)-c1ccc(Cl)cc1C(=O)NC3Cc1ccccc1 (stereo not given)
42	0.4	.	Cc1nn(C)c(C)c1NS(=O)(=O)c1ccc(Cl)s1
43	4.7	-0.36	CCN(CC)c1nc2cc(OC)ccc2cc1C#N
44	0.2	-0.21	COc1ccc(Cl)cc1-n1c(=S)sc2c(=O)[nH]c(SCC(=O)C(C)(C)C)nc21
45	-0.1	0.06	O=C(CSc1nnc(NC(=O)c2ccco2)s1)Nc1ccccc1Cl
46	-0.8	0.5	CCOC(=O)c1c[nH]c2ccc3ccccc3c2c1=O
47	-2.3	0.13	Cc1cccc(NC(=O)CSc2nc3ccccc3nc2N2CCCCC2)c1
48	0.6	0.11	CC(NC(=O)CN(c1cccc(C(F)(F)F)c1)S(=O)(=O)c1ccc(Cl)c([N+](=O)[O-])c1)c1ccccc1 (stereo not given)
49	-1.7	-0.19	Cc1ccc(-n2c(=S)[nH]c3[nH]ncc3c2=O)cc1
50	-0.9	1.7	O=C(NCN1CCN(c2ccccc2F)CC1)c1ccccc1
51	-0.6	-1.3	Cc1ccc(S(=O)(=O)N(Cc2ccc(Cl)cc2)c2ccccc2C(=O)NCc2cccnc2)cc1
52	0.2	-1.7	O=C1C2C3CCC(C3NCc3ccccc3)C2C(=O)N1Cc1ccccc1 (stereo not given)
53	-3.9	0.75	CCCC(=O)NC(c1ccc(OC)c(OC)c1)c1c(O)ccc2ccccc12 (stereo not given)
54	0.0	2.6	N#CC1=C(SCC(=O)Nc2cccc3cccnc23)NC(=O)C(C#N)C12CCCCC2 (stereo not given)
55	0.2	0.08	COc1ccccc1NC(=O)Nc1sccc1-c1nc2ccccc2s1
56	-0.1	0.1	CCCCn1ccnc1C(=O)c1ccc(S(=O)(=O)N(CCOC)CCOC)cc1
57	-1.5	.	CC(=O)Nc1ccc(S(=O)(=O)N=S(C)C)cc1
58	0.1	-0.08	COc1cc(C=O)ccc1OCCSc1ccc(Cl)cc1
59	-0.2	-0.81	O=C(CCC(=O)c1cccs1)NC(c1ccccc1)c1ccccc1
60	-1.2	0	Cn1c(=O)n(Cc2ccccc2)c(=O)c2c1nc1n2CCCN1Cc1ccccc1

Shown with two lines to a compound: part of the list above.
Each structure is followed by: STK33 inh | Kir21 block
(56) CCCCn1ccnc1C(=O)c1ccc(S(=O)(=O)N(CCOC)CCOC)cc1
 : -0.1 | 0.1
(57) CC(=O)Nc1ccc(S(=O)(=O)N=S(C)C)cc1
 : -1.5 | .
(58) COc1cc(C=O)ccc1OCCSc1ccc(Cl)cc1
 : 0.1 | -0.08

Other results follow.
item	STK33 inh	Kir21 block	SMILES
61	-0.7	-5.1*	COc1cccc(CNc2ccc(S(N)(=O)=O)cc2)c1OCc1ccccc1F
62	0.1	0.03	COc1ccc(CNC(=O)[C@@H]2CC=C[C@@H]3CCN(Cc4ccccc4)C(=O)[C@@H]32)cc1
63	-0.5	0.15	COc1cc(OC)c(NC(=S)NCc2ccc(F)cc2)cc1Cl
64	0.3	0.31	CC(C)c1ccc(OCC(=O)NC(Cc2c[nH]c3ccccc23)C(=O)O)cc1 (stereo not given)
65	-2.7	-0.17	CCC(CC)c1nnc(NC(=O)CN2C(=O)C3C4C=CC(C4)C3C2=O)s1 (stereo not given)
66	3.8	0.5	CCOc1ccc(CC(=O)NNC(=S)NC)cc1Br
67	-1.0	-0.02	O=C(CN1C(=O)S/C(=C/c2ccncc2)C1=O)Nc1ccccc1
68	-0.6	-0.11	CNC(=O)Cn1ncc2c(C)n(Cc3ccc(C)cc3)c(C)c2c1=O
69	-0.1	-3.3	CS(=O)(=O)N1CC2CCCN2c2ccc(C(F)(F)F)cc21 (stereo not given)
70	-1.5	-0.88	O=C(CSCc1ccccc1)N1CCN(c2ccccc2)CC1
71	1.5	.	O=C(O)c1ccc(/C=N/NC(=O)c2cc3ccccc3cc2O)cc1
72	-1.2	-2	Cn1c(C(=O)N2CCN(c3ccccc3)CC2)cc2cc(Cl)ccc21
73	-0.4	-0.06	CC(C)CNC(=O)C1CCN(S(=O)(=O)c2ccc3c(c2)OCCO3)CC1
74	-0.3	1.8	Cc1ccc(-c2noc(CNC(=O)c3ccc4c(c3)OCO4)n2)cc1
75	-1.4	0.01	O=C(COc1ccccc1[N+](=O)[O-])N1CCN(c2ccccn2)CC1
76	.	1.5	CC1(C)NC(=O)N(CC(=O)OCC(=O)NC(=O)c2ccccc2)C1=O
77	-0.9	0.27	CCOC(=O)CSc1nc2ccccc2n1CC(=O)N(C(C)C)C(C)C
78	-2.0	-0.03	O=C(NCc1ccc(F)cc1)C1CCCN(C(=O)NCc2ccccc2)C1 (stereo not given)
79	-0.8	-1.6	CS(=O)(=O)N1CCC(C(=O)N2CCN(c3ccccc3F)CC2)CC1
80	2.9	0	CN(C(=O)C1CCN(S(=O)(=O)c2ccccc2)CC1)c1c(N)n(Cc2ccccc2)c(=O)[nH]c1=O
81	1.5	0.23	Nc1ncc([N+](=O)[O-])c(Oc2ccccc2F)n1
82	-1.1	-1.5	C#C[C@]1(O)CC[C@H]2[C@@H]3CCC4=C(CCC(=O)C4)[C@H]3CC[C@@]21C
83	-0.3	-0.49	CCOC(=O)C1CCN(CC(=O)Nc2c(C(=O)OC)n(C)c3cccc(C)c23)CC1
84	-1.6	1.8	CN(C(=O)COC(=O)c1ccccc1Cc1ccccc1)c1c(N)n(Cc2ccccc2)c(=O)[nH]c1=O
85	-1.5	.	CN(c1ccccc1)S(=O)(=O)c1cc(C(=O)NCCCn2ccnc2)ccc1Cl
86	0.2	-0.1	COCCN1CCn2c(nc3cc([N+](=O)[O-])ccc32)C1
87	-0.3	.	C=C1[C@@H](O)[C@@H]2O[C@]3(CC[C@H](/C=C/[C@@H](C)[C@@H]4CC(C)=CC5(O[C@H](C[C@@](C)(O)C(=O)OC)CC[C@H]5O)O4)O3)CC[C@H]2O[C@@H]1[C@@H](O)C[C@H](C)[C@H]1OC2(CCCCO2)CC[C@H]1C (stereo not given in full)
88	-1.1	0.73	COCCN(C(=O)Cc1cccs1)C(C(=O)NCc1ccc(OC)cc1)c1ccc(C)cc1 (stereo not given)
89	0.5	.	COc1ccc(-n2nc3ccc(NS(C)(=O)=O)cc3n2)cc1Cl
90	-0.7	0.92	CCC(CC)c1nnc(NC(=O)c2c(C)nn(Cc3ccccc3Cl)c2C)s1
91	-1.1	-0.26	CC(C)(C)C(=O)NC1=NN(c2c(Cl)cc(Cl)cc2Cl)C(=O)C1
92	-0.3	0.01	CCCCNC(=O)OCCSCCS(=O)(=O)c1ccc(Cl)cc1
93	-1.2	-1.3	CCn1c(SCC(=O)NCc2ccco2)nnc1-c1c[nH]c2ccccc12
94	-1.8	0.45	O=c1c2c(nc3cc(-c4ccc(Br)cc4)[nH]n13)CCCC2
95	0.0	0.14	CCOC(=O)c1ccc(NC(=O)c2nc[nH]c2C(=O)NCC(=O)OC(C)(C)C)cc1
96	-2.8	-1.2	CCOC(=O)C(CC)Sc1nc2c(cnn2-c2ccccc2)c(=O)[nH]1 (stereo not given)
97	-0.5	0.01	COc1ccccc1-c1cc(C(=O)N2CCc3ccccc3C2)c2ccccc2n1
98	-0.6	0.4	O=C(C1CCCN(Cc2cc(Br)ccc2O)C1)N1CCCCC1 (stereo not given)
99	-1.6	1.1	Oc1ccccc1-c1nc(/C=C/c2ccccc2)nn1-c1ccccc1
100	-0.7	-0.29	COc1ccccc1-c1nc(C#N)c(N2CCN(Cc3ccccc3)CC2)o1
101	-0.4	0.2	O=C(CNC(=O)c1ccccc1F)Nc1ccncc1
102	0.0	0	Cc1ccc(Cn2nnnc2CN2CCC(NC(=O)c3ccc(Br)cc3)CC2)cc1
103	-1.3	-0.96	Nc1cc(-c2ccccc2)nn1Cc1ccc(Cl)cc1
104	-0.5	.	C=CCC[C@@H](Cc1ccc(F)cc1)C(=O)OC[C@@H](NC(=O)[C@@H](CC=C)CC(=O)N[C@H](CO)Cc1ccccc1)C(C)(C)C
105	0.9	0.89	Cc1nc(C(=O)NNC(=O)c2c(-c3c(Cl)cccc3Cl)noc2C)cs1
106	-0.6	-0.53	CCCCOc1ccc(C(=O)C(CN2CCOCC2)c2ccccc2)cc1 (stereo not given)

Rows were taken by chance; any-hit rate near 0.84%.
